HepG2 viability: HepG2 cytotoxicity, counter-screen for TGF-b inhibitors. HepG2 CAGA-GFP viability, ATP luminescence, 18 h. Potency, µM (doses to about 46.1 µM), inactives show top-dose activity change, negative = cytotoxicity, hits mostly cytotoxic. actives 0.76% (n = 410,000). AID 588856; also: some results filed as inactive show a strong effect at the top dose
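HepG2 CAGA-GFP cells (1000/well, DMEM with 1% FBS) received compound, then TGF-beta at 500 pg/mL final, and were incubated 18 hours at 37 degrees C. Viability was read by CellTiter-Glo luminescence. Media-only wells were set as complete cell-killing and DMSO as no toxicity.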
Nrf2 block: Nrf2 pathway inhibition. A549 ARE-Fluc reporter, luciferase luminescence, 18-24 h. Potency, µM (titrated, usually from 46 µM), for the others: at the top dose activity change, negative = inhibition, actives largely listed as inhibitors. actives 2.1% (n = 360,000); also: % is scaled to controls: 0 for no effect and ±100 for the full control effect; nearly all actives have a fitted effect of over 60% in size
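Cells were seeded and rested 2 h, then exposed to compounds for 18-24 h. CellTiter-Fluor was read first as a viability measure. BugLite was added 15 min before the final luminescent read of ARE-luciferase activity in A549 cells.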
A549 viability: kills or reduces viability of A549 cells in Nrf2 counter-screen. A549 ARE-Fluc cells, CellTiter-Fluor viability, 18-24 h. Potency, µM (top dose mostly 46 µM), inactives show at the top dose activity change, negative = cytotoxicity, most hits filed as inhibitors. actives 0.16% (n = 390,000); also: % is scaled to controls: 0 for no effect and ±100 for the full control effect
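A549 ARE_Fluc cells in 5% FBS OPTI-MEM were exposed to compounds in concentration-response for 18-24 h at 37 deg C. Viability was read by CellTiter-Fluor fluorescence (Ex 405/Em 525) after 30 min, before the luciferase read.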
TGFb SMAD3 inh: TGF-b pathway inhibition. Potency, µM (highest dose often 46.1 µM), without a hit: at the top dose activity, negative = inhibition, actives largely listed as inhibitors. HepG2 CAGA-GFP TGF-b/SMAD3 reporter, GFP fluorescence, 18 h; TGF-beta stimulated, 500 pg/mL final. actives 1.2% (n = 410,000); also: % is scaled to controls: 0 for no effect and ±100 for the full control effect; nearly all actives have a fitted effect of over 65% in size
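Inhibition of TGF-beta-driven CAGA-GFP reporter expression in HEPG2 cells is measured by cellular GFP fluorescence after 18 h stimulation with 500 pg/mL recombinant TGF-beta in 1% FBS medium at 37 degrees C.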
MCF10A rerep: DNA re-replication induction in MCF 10a cells. actives 2.9% (n = 350,000). Potency, µM (titrated, usually from 46.1 µM), for inactives: at the highest dose activity, positive = re-replication, most hits filed as activators. AID 624296. MCF 10A DNA re-replication, Hoechst nuclear intensity, 48 h; also: % of control where 0% means no effect; nearly all actives have a fitted effect of over 50% in size
EPAC2 antag: EPAC2 (human) antagonism; EPAC2 GEF exchange of Rap1B-BODIPY-GDP, fluorescence; Potency, µM (series often up to 114 µM), for inactives: at the top dose activity, negative = inhibition, most hits filed as inhibitors; actives 0.18% (n = 360,000); also: % is scaled to controls: 0 for no effect and ±100 for the full control effect; nearly all actives have a fitted effect of over 45% in size; many of its hits are not listed in these tables
Target sequence (Q8WZA2 whole entry, looked up): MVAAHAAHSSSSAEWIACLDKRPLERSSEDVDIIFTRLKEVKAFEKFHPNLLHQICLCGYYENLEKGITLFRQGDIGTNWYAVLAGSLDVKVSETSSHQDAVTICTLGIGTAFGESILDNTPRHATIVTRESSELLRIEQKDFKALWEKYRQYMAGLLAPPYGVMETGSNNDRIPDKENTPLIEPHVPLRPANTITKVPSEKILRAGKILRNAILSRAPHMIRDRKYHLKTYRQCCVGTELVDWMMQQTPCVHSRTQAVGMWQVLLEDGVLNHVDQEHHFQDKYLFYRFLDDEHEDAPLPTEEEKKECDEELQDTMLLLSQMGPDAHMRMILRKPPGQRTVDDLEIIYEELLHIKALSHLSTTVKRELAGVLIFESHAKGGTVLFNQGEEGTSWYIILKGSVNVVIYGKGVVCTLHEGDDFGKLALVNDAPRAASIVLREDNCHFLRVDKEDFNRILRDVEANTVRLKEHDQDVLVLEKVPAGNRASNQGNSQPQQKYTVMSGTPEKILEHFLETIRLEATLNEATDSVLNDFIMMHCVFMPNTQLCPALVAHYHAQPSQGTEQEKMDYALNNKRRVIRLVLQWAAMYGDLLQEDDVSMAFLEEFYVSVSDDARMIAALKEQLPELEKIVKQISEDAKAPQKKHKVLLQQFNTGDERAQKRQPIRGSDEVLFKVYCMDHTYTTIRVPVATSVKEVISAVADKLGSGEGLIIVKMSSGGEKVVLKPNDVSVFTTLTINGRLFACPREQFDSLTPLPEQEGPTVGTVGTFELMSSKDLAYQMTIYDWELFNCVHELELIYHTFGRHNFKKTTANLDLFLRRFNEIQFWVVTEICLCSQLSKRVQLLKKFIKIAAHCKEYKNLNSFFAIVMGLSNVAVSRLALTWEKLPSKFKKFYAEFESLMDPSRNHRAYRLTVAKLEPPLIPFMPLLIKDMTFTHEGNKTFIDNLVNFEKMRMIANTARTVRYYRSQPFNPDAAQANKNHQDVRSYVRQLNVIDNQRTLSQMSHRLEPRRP
ATXN2 expr inh: ATXN2 expression inhibition; actives 0.72% (n = 360,000); HEK-293 ATXN2-luciferase reporter, luminescence, 24 h; Potency, µM (highest dose often 57 µM), inactives show top-dose activity change, negative = inhibition, actives largely listed as inhibitors; also: % is scaled to controls: 0 for no effect and ±100 for the full control effect; nearly all actives have a fitted effect of over 55% in size
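ATXN2-luciferase reporter cells (luciferase flanked by upstream and downstream ATXN2 gene portions) were treated 24 h at 37 °C with compounds at up to 57 uM. SteadyGlo luminescence gave expression; GF-AFC fluorescence gave viability.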
S2 tox: viability counter-screen for ATXN expression inhibitors; S2 cells (HEK-293 line with an ATXN2-luciferase reporter) viability, CellTiter-Fluor protease fluorescence, 24 h; Potency, µM (series often up to 56.7 µM), usual class: cytotoxic; actives 0.49% (n = 400,000); also: nearly all actives have a fitted effect of over 40% in size
Nrf2 activator: Nrf2 pathway activation. actives 0.31% (n = 410,000). AREc32 ARE-luciferase reporter (MCF7-derived line), luminescence, 24 h. AID 624171. Potency, µM (titrated, usually from 46.1 µM), without a hit: at the highest dose activation, most hits filed as activators; also: % of control where 0% means no effect; nearly all actives have a fitted effect of over 65% in size
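ARE-driven firefly luciferase activity in AREc32 cells measured after a 24 hr compound exposure at 37 deg C, using Steady-Glo reagent and a 30 min room-temperature hold.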
Starred values were filed as active, the others as inactive; i = inactive; ? = inconclusive; . = not tested or not shown; [ ] = another dose, or the depositor's remark. Calls follow the shape of the dose curve; as a rule, active = well fitted curve in the direction sought with a large enough effect; inconclusive = small, poorly fitted or top-dose-only effect, or another doubt; inactive = no such curve, though single readings can be large; an effect the other way counts as inactive or inconclusive. Potency is read from the fitted curve at half-maximal effect. These rows are one share of the data (hit frequency here may not be typical).

smiles	HepG2 viability	Nrf2 block	A549 viability	TGFb SMAD3 inh	MCF10A rerep	EPAC2 antag	ATXN2 expr inh	S2 tox	Nrf2 activator
CCOC(=O)c1ccc(NC(=O)c2cc(=O)[nH]c3ccccc23)cc1	0%	-8%	0%	-1%	2%	-9%	.	i	-0.5%
O=C(CCOc1cccc(Br)c1)NNC(=O)COc1ccc(F)cc1	3%	14%	-2%	0%	1%	7%	0%	?	-0.7%
CNS(=O)(=O)c1cccc(C(=O)OCc2csc(-c3ccccc3)n2)c1	-1%	4%	-12%	0%	0%	-15%	1%	i	3.5%
COc1ccc(CCNC(=O)C2CCN(S(=O)(=O)c3ccc(-n4cnnn4)cc3)CC2)cc1OC	2%	9%	1%	0%	0%	5%	-4%	i	0.3%
CCOc1ccccc1N1CN(Cc2ccccc2)CNC1=S	-17%	2%	1%	4%	-2%	-1%	?	?	0.2%
CCOC(=O)Cn1nc(-c2ccc(Cl)cc2)cc1N	-27%	?	-1%	-12%	0%	-1%[57.1 µM]	35%	i	2.4%
Cc1ccc(C(=O)Nc2c(-c3ccccc3)nc3ccccn23)cc1C	-15%	-5%[9.27 µM]	-10%	-23%	.	.	1%	?	-0.5%
Cn1c(=O)oc2cc(S(=O)(=O)NCCCN3CCCC3=O)ccc21	-2%	3%	0%	0%	3%	5%	-4%	i	0.0%
O=C(Nc1nn[nH]n1)C12CC3CC(CC(C3)C1)C2	-1%	11%	-3%	-6%	58%	7%	7%	i	-0.3%
Cc1c(CCOC(=O)c2cc([N+](=O)[O-])ccc2Cl)sc[n+]1CCCCS(=O)(=O)[O-]	-5%	-7%	-2%	12%	-1%	-3%	2%[11.3 µM]	i	-0.3%
COCCCNC(=O)C1CCN(Cc2cc3ccccc3n2Cc2cccc(Cl)c2)CC1	-25%	.	-17%	?	.	.	?	?	4.2%
CCc1ccccc1SCc1noc(C(=O)NCC2CCCO2)c1C(=O)O (centres undefined)	7%	30%	10%	-2%	-26%	-12%	2%	i	0.4%
NC(=O)COC(=O)C1CSC2(c3ccc(F)cc3)CCC(=O)N12 (centres undefined)	-12%	7%	7%	1%	-2%	9%	14%	i	-0.5%
CC1CCN(c2nc(-c3ccc(Br)cc3)nc3ccccc23)CC1	-16%	.	13%	?	.	.	.	.	4.6%
COc1ccc(Cl)cc1C=CC=NNC(=O)c1ccncc1	-5%	0%	-1%	-7%	1%	17%	-1%	i	0.6%

Whole records as entered above.
`CCOC(=O)Cn1nc(-c2ccc(Cl)cc2)cc1N` in the list: HepG2 viability: -27%; Nrf2 block: ?; A549 viability: -1%; TGFb SMAD3 inh: -12%; MCF10A rerep: 0%; EPAC2 antag: -1%[57.1 µM]; ATXN2 expr inh: 35%; S2 tox: i; Nrf2 activator: 2.4%
`COc1ccc(Cl)cc1C=CC=NNC(=O)c1ccncc1` in the list: HepG2 viability: -5%; Nrf2 block: 0%; A549 viability: -1%; TGFb SMAD3 inh: -7%; MCF10A rerep: 1%; EPAC2 antag: 17%; ATXN2 expr inh: -1%; S2 tox: i; Nrf2 activator: 0.6%

(further entries)
smiles	HepG2 viability	Nrf2 block	A549 viability	TGFb SMAD3 inh	MCF10A rerep	EPAC2 antag	ATXN2 expr inh	S2 tox	Nrf2 activator
CC1(C)N=C(N)N=C(N)N1c1cccc(C(=O)O)c1	-16%	?	-2%	-10%	-2%	2%	24%	?	2.4%
CCOC(=O)CCc1c(C)c2ccc(OCc3ccc([N+](=O)[O-])cc3)cc2oc1=O	4%	2%	0%	-36%	12%	13%	-6%	i	-1.2%
CCOc1ccc(CNC(=O)CCCC(=O)n2nc(C)c3ccccc32)cc1	-5%	-4%	2%	-8%	2%	-12%	-17%	i	0.5%
Clc1cc2cccnc2c2ccccc12	12%	-24%	-2%	-1%	-9%	-3%	7%	i	-0.2%
CC12CCC(=O)N1c1ccccc1C(=O)N2c1ccccc1 (centres undefined)	-10%	-10%	-1%	-15%	11%	12%	-3%	i	-0.5%
COc1cc2c(cc1OC)C1c3ccc(OC)c(OC)c3OCC1(O)C2 (centres undefined)	-4%	-10%	1%	0%	1%	0%	-5%	?	1.6%
O=C1c2cccc3c([N+](=O)[O-])ccc(c23)C(=O)N1CC1CCCO1 (centres undefined)	-18%	0%	10%	4%	18µM*	1%	?	.	-1.4%
CC(C)(C)c1cc(Cl)ccc1OCCOCCN1CCCC1	-76%	3%	0%	?	7%	9%	?	?	6.5%
Cc1oc(-c2ccc3c(c2)OCCO3)cc1C(=O)O	-57%	9.2µM*	-5%	5%	14%	11%	7.1µM*	?	-1.2%
CCOc1ccc(Oc2ccc(Cl)cc2NC(=O)C2=COCCO2)cc1	-14%	?	7%	-19%	26%	-8%	-17%	i	-0.4%
N#CN=C1SCCS1	5%	-2%	1%	?	?	12%	-2%	i	-0.5%
Cc1ccccc1Cn1ccn(-c2ccc(F)c(F)c2)c(=O)c1=O	1%	-9%	-2%	6%	.	.	.	.	0.6%
CCOC(=O)C1=CCN(S(=O)(=O)c2ccc(Br)cc2)C1c1ccccc1 (centres undefined)	-63%	.	.	?	.	-25%	?	?	12%
CC1C=CCC2C(=O)N(c3cccc(C(=O)NCCc4ccccc4)c3)C(=O)C12 (centres undefined)	-48%	-3%	3%	-11%	-5%	5%	2%	i	0.4%
Cc1cc(/C=C2/C(=N)N3C(c4ccccc4)=CSC3=NC2=O)c(C)n1-c1ccc(Cl)cc1	3%	3%	-3%	-4%	-15%	-1%	8%	i	-0.1%

Next part.
smiles	HepG2 viability	Nrf2 block	A549 viability	TGFb SMAD3 inh	MCF10A rerep	EPAC2 antag	ATXN2 expr inh	S2 tox	Nrf2 activator
Cc1ccc(C(=O)C(C)OC(=O)Cn2c(C)csc2=O)cc1 (centres undefined)	11%	1%	3%	-13%	1%	0%	-1%	i	-0.3%
Cc1cc2cc(C=C(C#N)C#N)c(Cl)nc2cc1C	-29%	17%	3%	-18%	18µM*	2%	-38%	?	?
Cc1ccccc1NC(=O)Cc1nc(COC(=O)C(NC(=O)c2ccccc2C)C(C)C)cs1 (centres undefined)	7%	-7%	-1%	0%	-4%	2%	-21%	?	2.5%
CCOc1ccc(CCNC(=O)CSc2nn(-c3ccc(C)c(Cl)c3)c(=S)s2)cc1OCC	-2%	14%	0%	10%	?	21%	0%	i	2.8%
COc1ccc(/C(C)=N/N=C(N)N)c(OC)c1	-7%	9%	-3%	-9%	1%	1%	-16%	i	-0.7%
CCOc1ccc(CNC(=O)C2Cc3cc(S(=O)(=O)N4CCCC4)ccc3N2C(C)=O)cc1 (centres undefined)	-16%	-25%	3%	-10%	13%	?	10%	i	0.2%
CC(C)c1nc(N2CCN(C(=O)c3ccco3)CC2)c2c3c(sc2n1)CCCC3	-28%	?	?	?	-2%	-8%	-31%	i	6.3%
CCCCNC(NCCCC)=C(S(=O)(=O)CC)S(=O)(=O)CC	-2%	20%	-1%	-18%	1%	7%	-7%	i	-0.3%
COCCSc1ccccc1C(=O)N1CCc2ccccc2C1	-1%	9%	-8%	-3%	2%	0%	-9%	i	-0.1%
Cc1ccc(NC(=O)CCc2c(C)nc3nc(C)nn3c2C)c(Cl)c1	0%	-15%	-1%	33%	.	.	-7%	i	-1.0%
CCN(C(=O)COC(=O)c1ccccc1Nc1ccccc1)c1c(N)n(Cc2ccccc2)c(=O)[nH]c1=O	-9%	?	-15%	18µM*	?	12%	.	?	-0.1%
c1coc(CN(Cc2ccco2)c2ncnc3c2oc2ccccc23)c1	-74%	?	?	?	?	5%[57.1 µM]	?	i	12%
CCCCCC1NC(=O)NC1CCCCCC(=O)O (centres undefined)	12%	9%	4%	-5%	-1%	3%[57.1 µM]	1%	i	-0.7%
COc1ccccc1N1CCN(C(=O)c2n[nH]c3ccccc23)CC1	3%	2%	-1%	13%	-3%	2%	-21%	i	2.9%
COC(=O)c1cc(NS(=O)(=O)c2ccc3c(c2)c(=O)n(C)c(=O)n3C)cc(C(=O)OC)c1	-12%	-15%	3%	-1%	0%	-1%	28%	i	0.1%

Continuation:
smiles	HepG2 viability	Nrf2 block	A549 viability	TGFb SMAD3 inh	MCF10A rerep	EPAC2 antag	ATXN2 expr inh	S2 tox	Nrf2 activator
COc1ccc(CSc2nnc(C)n2N)cc1[N+](=O)[O-]	9%	-9%	1%	-10%	0%	3%	-22%	i	-0.4%
CCN(CC)S(=O)(=O)c1ccc(Cl)c(OC)c1	-10%	?	9%	-1%	7%	0%[57.1 µM]	0%	i	2.9%
CC(=O)c1ccc(OCC(=O)NC2CCCCCC2)cc1	-2%	16%	6%	?	11%	-1%	10%	i	1.4%
CS/C(=N\S(=O)(=O)c1ccc(Cl)cc1)c1ccccc1	-5%	?	-10%[1.84 µM]	-8%	5%	4%	-20%	i	-0.7%
O=C(Nc1ccccc1Cl)c1ccccc1Cc1ccccc1	-30%	11%	5%	?	6%	4%	7%	?	2.3%
O=C(CCc1ccccc1)NC1CCSC1=O (centres undefined)	1%	-12%	1%	-7%	3%	4%	3%	i	-0.3%
CC(C)CSc1nc2ccccc2c(=O)[nH]1	-2%	-14%	?	-17%	6%	2%[57.1 µM]	1%	i	4.8%
Cn1cnnc1SCC(=O)NC1CCCCCC1	-12%	15%	2%	-7%	0%	4%	9%	i	-1.7%
COc1cccc(OC)c1OCC(O)CN1CCN(c2ccccc2F)CC1 (centres undefined)	-1%	0%	1%	-1%	1%	-7%	-5%	i	-0.4%
NC(=O)NOCc1ccc(Cl)cc1Cl	2%	0%	4%	14%	-1%	2%	-20%	i	2.2%
CC(=O)OCC(=O)Nc1ccc([N+](=O)[O-])cc1Cl	-18%	-7%	-1%	-5%	-1%	-9%	0%	i	-0.9%
CCCN(C(=O)c1cccc(S(=O)(=O)N2CCN(C)CC2)c1)c1c(N)n(Cc2ccccc2)c(=O)[nH]c1=O	32%	-4%	-1%	16%	-1%	-5%	-2%	?	0.1%

Printed as active in TGFb SMAD3 inh, among the entries above:
| molecule | TGFb SMAD3 inh | EPAC2 antag | Nrf2 activator |
| --- | --- | --- | --- |
| CCN(C(=O)COC(=O)c1ccccc1Nc1ccccc1)c1c(N)n(Cc2ccccc2)c(=O)[nH]c1=O | 18µM* | 12% | -0.1% |
